High-throughput results as filed in PubChem BioAssay.
UPR CHOP act: apoptotic UPR (CHOP) activation; activation, % at 10 µM; 0.34% of 330,000 active; CHO-CHOP luciferase reporter, luminescence; percent of tunicamycin response over DMSO baseline; AID 449763;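 active = at 10 µM dose, activation of 40% or more, normalized to positive control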;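 note: 100% = tunicamycin at 10 µg/mL and 0% = DMSO alone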
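Evaluation: % reporter activation, DMSO baseline versus tunicamycin full activation; System: CHO-CHOP luciferase reporter cell line; Input: 500 cells/well; Incubation: 6 h compound treatment, 37 °C; Measured by: Steady-Glo luciferase luminescence; Dosing: one dose, 10 µM in 0.5% DMSO; Buffer or medium: F12 medium, 10% FBS; Benchmarks: positive tunicamycin 10 µg/mL, negative DMSO alone.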
APJ ag: activates the human apelin receptor APJ | CHO-K1 APJ PathHunter beta-arrestin, luminescence; 0% DMSO wells, 100% apelin | activation, % at 20 µM | 0.11% of 330,000 active;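 active = activation more than six SD over the plate average, tested at 20 µM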;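 note: 0% = DMSO alone and 100% = apelin-13 at 10 nM; some results filed as inactive read as strong as hits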
Target sequence (P35414 whole entry, looked up): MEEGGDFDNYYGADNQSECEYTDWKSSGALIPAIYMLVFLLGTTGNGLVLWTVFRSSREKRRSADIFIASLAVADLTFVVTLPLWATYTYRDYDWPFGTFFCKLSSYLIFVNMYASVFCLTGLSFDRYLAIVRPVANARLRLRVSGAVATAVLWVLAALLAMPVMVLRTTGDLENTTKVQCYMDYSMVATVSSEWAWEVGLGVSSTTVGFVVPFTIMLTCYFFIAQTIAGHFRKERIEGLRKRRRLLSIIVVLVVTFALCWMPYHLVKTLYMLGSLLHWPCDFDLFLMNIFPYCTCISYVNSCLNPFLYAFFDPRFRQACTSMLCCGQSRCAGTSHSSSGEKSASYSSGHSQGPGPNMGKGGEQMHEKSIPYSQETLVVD
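Test system: CHO-K1 APJ beta-arrestin complementation cell line | Compound: Single test compound dose, 20 µM final, 1% DMSO | Incubation: Compound 90 min 25 °C, reagent 1 h | Measured by: beta-gal luminescence | Read-out basis: APJ–arrestin association signal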
UPR XBP1 act: activators of adaptive arm of unfolded protein response (XBP1) | AID 463104 | 0.33% of 330,000 active | activation, % at 20 µM | CHO-XBP1 luciferase reporter, IRE1-XBP1 UPR activation, luminescence; percent of tunicamycin response, DMSO as zero;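 active = versus positive control, 20 µM dose yields 30% or more activation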;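 note: 100% = tunicamycin at 10 µg/mL and 0% = DMSO only wells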
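Material: CHO-XBP1 cells stably carrying IRE1-XBP1-driven luciferase reporter | Medium: F12 with 10% serum | Compound dosing: 20 µM single concentration, DMSO 1% | Incubation: Overnight seeding at 37 °C, 6 h compound treatment at 37 °C | Detection: Steady-Glo luminescence read | Read-out basis: % activation of reporter signal versus tunicamycin and DMSO controls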
GRIN3A LBD mod: modulators (binders) of human NR3A ligand-binding domain; 2.5% of 340,000 active; Tm shift relative to glycine control, % at 25 µM; AID 1259313; NR3A LBD differential scanning fluorimetry, Tm shift; 0% = protein alone, 100% = glycine-bound protein;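 active = melting temperature shift of at least 10% of the positive control shift, at one fixed dose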
tim23-1 inh: inhibits growth of tim23-1 mutant yeast; 1.3% of 330,000 active; AID 463212; S. cerevisiae tim23-1 growth, BacTiter-Glo luminescence, 24 h; inhibition, % at 20 µM;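 active = growth inhibition of the mutant yeast at or above 50%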;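 note: temperature-sensitive mutant grown at 25 °C; plate controls were DMSO-treated mutant yeast for no effect and medium wells lacking yeast for full effect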
TIM10 inh: inhibits growth of TIM10 yeast strain. S. cerevisiae TIM10 strain growth, BacTiter-Glo luminescence, 24 h. inhibition, % at 10 µM. 1.4% of 330,000 active. AID 463195;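 active = inhibition of 40% or more at the single tested concentration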;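 note: wild-type TIM10 isogenic control strain grown at permissive 25 °C; 0% = DMSO yeast wells and 100% = minimal medium wells without yeast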
tim10-1 inh: growth inhibitors of tim10-1 mutant yeast; S. cerevisiae tim10-1 ts strain growth, BacTiter-Glo, 24 h; inhibition, % at 20 µM; 2.2% of 330,000 active;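 active = inhibition of at least 40%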;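 note: mutant grown at 25 °C; 0% = DMSO wells with yeast and 100% = wells holding no yeast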
NALP3 yeast inh: NALP3 inhibition in yeast; Yeast reconstituted NLRP3/ASC/caspase-1, beta-gal luminescence, 24 h; inhibition, % at 10 µM; 0.39% of 330,000 active; AID 2825;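 active = inhibition of 50% or more; inactive = inhibition below 50%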;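 note: plate controls were induced DMSO wells for no effect and uninduced yeast grown without galactose for full effect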
Mdm2-MdmX inh: inhibitors of human Mdm2/MdmX interaction; O15151+Q00987; SaOS-2 split-luciferase Mdm2/MdmX complementation, luminescence; inhibition, % at 8 µM; 3% of 330,000 active; AID 485346;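 active = inhibition of at least 50% at 8 µM in the primary screen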
Numbers without * were called inactive.

Sample of the layout:
`Cc1ccc(S(=O)(=O)NC(C)C(c2cccs2)N2CCOCC2)cc1` (stereo not drawn) gave UPR CHOP act 2.2, APJ ag -3, UPR XBP1 act -2, GRIN3A LBD mod -2, tim23-1 inh 8, TIM10 inh 0, tim10-1 inh 16, NALP3 yeast inh 14 and Mdm2-MdmX inh 14.
Screening CCC(=O)Nc1ccc(C(=O)N/N=C/c2cccnc2)cc1 returned UPR CHOP act 0.2, APJ ag -4, UPR XBP1 act -2, GRIN3A LBD mod -12, tim23-1 inh 14, TIM10 inh -14, tim10-1 inh 6, NALP3 yeast inh 17 and Mdm2-MdmX inh 10.
`Cc1ccccc1N1C(=O)C2C3C=CC(C2C1=O)N(C)C3=O` (stereo not drawn) gave UPR CHOP act 1.1, APJ ag 0, UPR XBP1 act 0, GRIN3A LBD mod 0, tim23-1 inh 6, TIM10 inh 28, tim10-1 inh 3, NALP3 yeast inh -10 and Mdm2-MdmX inh 16.
`C=CCn1c(SCc2nc3ccccc3c(=O)[nH]2)nc2ccccc2c1=O` gave UPR CHOP act -0.4, APJ ag -4, UPR XBP1 act 5, GRIN3A LBD mod -1, tim23-1 inh 25, TIM10 inh 15, tim10-1 inh 12, NALP3 yeast inh 10 and Mdm2-MdmX inh -1.
For CCOC(=O)Cc1c(Sc2ccccc2)c2cc(C)ccc2n1C the results were UPR CHOP act -0.9, APJ ag -3, UPR XBP1 act -2, GRIN3A LBD mod 0, tim23-1 inh 12, TIM10 inh 6, tim10-1 inh 18, NALP3 yeast inh 4 and Mdm2-MdmX inh 6.

This part in full, from the first entry:
`Cc1ccc(S(=O)(=O)NC(C)C(c2cccs2)N2CCOCC2)cc1` (stereo not drawn) gave UPR CHOP act 2.2, APJ ag -3, UPR XBP1 act -2, GRIN3A LBD mod -2, tim23-1 inh 8, TIM10 inh 0, tim10-1 inh 16, NALP3 yeast inh 14 and Mdm2-MdmX inh 14.
Screening CCC(=O)Nc1ccc(C(=O)N/N=C/c2cccnc2)cc1 returned UPR CHOP act 0.2, APJ ag -4, UPR XBP1 act -2, GRIN3A LBD mod -12, tim23-1 inh 14, TIM10 inh -14, tim10-1 inh 6, NALP3 yeast inh 17 and Mdm2-MdmX inh 10.
`Cc1ccccc1N1C(=O)C2C3C=CC(C2C1=O)N(C)C3=O` (stereo not drawn) gave UPR CHOP act 1.1, APJ ag 0, UPR XBP1 act 0, GRIN3A LBD mod 0, tim23-1 inh 6, TIM10 inh 28, tim10-1 inh 3, NALP3 yeast inh -10 and Mdm2-MdmX inh 16.
`C=CCn1c(SCc2nc3ccccc3c(=O)[nH]2)nc2ccccc2c1=O` gave UPR CHOP act -0.4, APJ ag -4, UPR XBP1 act 5, GRIN3A LBD mod -1, tim23-1 inh 25, TIM10 inh 15, tim10-1 inh 12, NALP3 yeast inh 10 and Mdm2-MdmX inh -1.
For CCOC(=O)Cc1c(Sc2ccccc2)c2cc(C)ccc2n1C the results were UPR CHOP act -0.9, APJ ag -3, UPR XBP1 act -2, GRIN3A LBD mod 0, tim23-1 inh 12, TIM10 inh 6, tim10-1 inh 18, NALP3 yeast inh 4 and Mdm2-MdmX inh 6.
`COCCn1c(=O)[nH]c2cc(C(=O)NCCc3ccc(S(N)(=O)=O)cc3)ccc2c1=O` gave UPR CHOP act -0.4, APJ ag 0, UPR XBP1 act -1, GRIN3A LBD mod -1, tim23-1 inh 17, TIM10 inh -5, tim10-1 inh 22, NALP3 yeast inh 9 and Mdm2-MdmX inh -33.
O=C(COC(=O)c1cccs1)NCCCc1ccccc1 was read as UPR CHOP act -0.2, APJ ag -4, UPR XBP1 act -3, GRIN3A LBD mod 0, tim23-1 inh 13, TIM10 inh 24, tim10-1 inh 21, NALP3 yeast inh 16 and Mdm2-MdmX inh -34.
Nc1c(N(Cc2ccccc2)C(=O)COc2cccc(Cl)c2)c(=O)[nH]c(=O)n1Cc1ccccc1 was read as UPR CHOP act 0.8, APJ ag 2, UPR XBP1 act -3, GRIN3A LBD mod -5, tim23-1 inh -1, TIM10 inh -4, tim10-1 inh -9, NALP3 yeast inh 13 and Mdm2-MdmX inh 6.
COc1ccc(CNC(=O)C2CCN(c3nc(OC)nc(OC)n3)CC2)cc1 was read as UPR CHOP act -0.9, APJ ag -2, UPR XBP1 act -1, GRIN3A LBD mod -1, tim23-1 inh 10, TIM10 inh -2, tim10-1 inh -5, NALP3 yeast inh 9 and Mdm2-MdmX inh 23.
`CN1C(=O)C2(Nc3ccccc3-c3nc4ccccc4n32)c2ccccc21` (stereo not drawn) gave UPR CHOP act 2.8, APJ ag -3, UPR XBP1 act -2, GRIN3A LBD mod 0, tim23-1 inh 14, TIM10 inh 7, tim10-1 inh 3, NALP3 yeast inh 16 and Mdm2-MdmX inh 48.
`CCCCCCOC(=O)Cc1c(C)nc(-c2ccccc2)[nH]c1=O` gave UPR CHOP act -2.0, APJ ag 4, UPR XBP1 act -5, GRIN3A LBD mod 3, tim23-1 inh 24, TIM10 inh 3, tim10-1 inh 16, NALP3 yeast inh 10 and Mdm2-MdmX inh 9.
Cn1c(SCC(=O)NCc2ccc3c(c2)OCO3)nnc1-c1c[nH]c2ccccc12 was read as UPR CHOP act -0.1, APJ ag -3, UPR XBP1 act -3, GRIN3A LBD mod -1, tim23-1 inh 0, TIM10 inh 3, tim10-1 inh 7, NALP3 yeast inh 13 and Mdm2-MdmX inh -15.
Nc1c(C(=O)N/N=C/c2ccc([N+](=O)[O-])cc2)sc2nnc(-c3ccccc3)c(-c3ccccc3)c12 was read as UPR CHOP act -0.9, APJ ag 0, UPR XBP1 act 2, GRIN3A LBD mod 0, tim23-1 inh 1, TIM10 inh 6, tim10-1 inh -17, NALP3 yeast inh 10 and Mdm2-MdmX inh 8.
`COc1ccc(CCNC(=O)Nc2cc(F)c(F)cc2Cl)cc1OC` gave UPR CHOP act 1.2, APJ ag -3, UPR XBP1 act -3, GRIN3A LBD mod -1, tim23-1 inh 9, TIM10 inh 4, tim10-1 inh 3, NALP3 yeast inh 13 and Mdm2-MdmX inh -15.
CSc1ccccc1NC(=S)Nc1cccc(C(F)(F)F)c1 was read as UPR CHOP act 1.8, APJ ag -6, UPR XBP1 act -1, GRIN3A LBD mod -4, tim23-1 inh -2, TIM10 inh 6, tim10-1 inh 12, NALP3 yeast inh 18 and Mdm2-MdmX inh 8.
For Cc1nc(Nc2ccccc2)sc1C(=O)c1ccccc1 the results were UPR CHOP act 5.0, APJ ag -1, UPR XBP1 act 4, GRIN3A LBD mod -11, tim23-1 inh 32, TIM10 inh 27, tim10-1 inh 15, NALP3 yeast inh 15 and Mdm2-MdmX inh -52.
Cc1cccc(N2CCN(C(=O)c3cccc(N4C(=O)C5C6C=CC(C6)C5C4=O)c3)CC2C)c1 (stereo not drawn) was read as UPR CHOP act -2.0, APJ ag 8, UPR XBP1 act -10, GRIN3A LBD mod 1, tim23-1 inh 17, TIM10 inh 6, tim10-1 inh 3, NALP3 yeast inh 18 and Mdm2-MdmX inh -16.
Screening O=C(Nc1cccnc1)c1ccc(COc2ccccc2Br)cc1 returned UPR CHOP act 3.5, APJ ag -1, UPR XBP1 act 8, GRIN3A LBD mod 36*, tim23-1 inh 14, TIM10 inh -12, tim10-1 inh -11, NALP3 yeast inh 31 and Mdm2-MdmX inh 7.
For CCN(Cc1ccccc1OC)CC1CCCN(CCc2cccc(OC)c2)C1 (stereo not drawn) the results were UPR CHOP act 1.4, APJ ag -2, UPR XBP1 act 1, GRIN3A LBD mod 1, tim23-1 inh -1, TIM10 inh -13, tim10-1 inh 2, NALP3 yeast inh 7 and Mdm2-MdmX inh 2.
For COc1cc(/C=N/NC(=O)C2CCN(CC(O)COCc3ccccc3)CC2)cc(OC)c1OC (stereo not drawn) the results were UPR CHOP act 0.0, APJ ag -2, UPR XBP1 act 2, GRIN3A LBD mod -3, tim23-1 inh 4, TIM10 inh -11, tim10-1 inh 9, NALP3 yeast inh 6 and Mdm2-MdmX inh -3.
For FC(F)(F)c1cccc(NC(=S)N2CCCC2)c1 the results were UPR CHOP act 1.9, APJ ag -2, UPR XBP1 act -2, GRIN3A LBD mod -1, tim23-1 inh 7, TIM10 inh 1, tim10-1 inh 4, NALP3 yeast inh 27 and Mdm2-MdmX inh 4.
Cc1cccc(-c2ncc(CN3CCN(CC(C)C)C(CCO)C3)cn2)c1 (stereo not drawn) was read as UPR CHOP act -1.2, APJ ag -3, UPR XBP1 act 0, GRIN3A LBD mod -1, tim23-1 inh 0, TIM10 inh 8, tim10-1 inh 7, NALP3 yeast inh 3 and Mdm2-MdmX inh 16.
COCCn1c(SCc2ccc(F)cc2)nc2ccccc2c1=O was read as UPR CHOP act -1.2, APJ ag -1, UPR XBP1 act 0, GRIN3A LBD mod 1, tim23-1 inh 17, TIM10 inh -17, tim10-1 inh 20, NALP3 yeast inh 3 and Mdm2-MdmX inh 14.
For CC(=O)Nc1c(Nc2ccccc2)c2ccccc2oc1=O the results were UPR CHOP act -1.4, APJ ag -1, UPR XBP1 act -2, GRIN3A LBD mod -1, tim23-1 inh 4, TIM10 inh -4, tim10-1 inh 8, NALP3 yeast inh 2 and Mdm2-MdmX inh 1.
COC(=O)c1c(-c2ccccc2)csc1NC(=O)c1c(-c2ccccc2)noc1C was read as UPR CHOP act 1.4, APJ ag -1, UPR XBP1 act 2, GRIN3A LBD mod -3, tim23-1 inh 12, TIM10 inh 20, tim10-1 inh 15, NALP3 yeast inh 1 and Mdm2-MdmX inh 97*.
Screening O=C(NCc1n[nH]c(=S)n1-c1ccc(Cl)c(Cl)c1)c1ccco1 returned UPR CHOP act -0.1, APJ ag 4, UPR XBP1 act -7, GRIN3A LBD mod 0, tim23-1 inh -13, TIM10 inh 3, tim10-1 inh 2, NALP3 yeast inh 0 and Mdm2-MdmX inh 3.
`CC(C)c1nc2c([nH]1)c(=O)n(C)c(=O)n2C` gave UPR CHOP act -0.6, APJ ag -3, UPR XBP1 act -3, GRIN3A LBD mod 4, tim23-1 inh -7, TIM10 inh -13, tim10-1 inh 15, NALP3 yeast inh 4 and Mdm2-MdmX inh 18.
`O=C(NNC(=S)Nc1ccccc1)c1cc(Br)ccc1Cl` gave UPR CHOP act 0.5, APJ ag -5, UPR XBP1 act -2, GRIN3A LBD mod -4, tim23-1 inh 11, TIM10 inh 21, tim10-1 inh 16, NALP3 yeast inh 32 and Mdm2-MdmX inh 16.
`Oc1ccccc1CN1CCCN(Cc2ccccc2O)C1` gave UPR CHOP act -0.6, APJ ag 0, UPR XBP1 act 1, GRIN3A LBD mod 0, tim23-1 inh 23, TIM10 inh 2, tim10-1 inh 29, NALP3 yeast inh 28 and Mdm2-MdmX inh -11.
Screening Cc1cccc(OCCn2c(NC(=O)c3ccco3)nc3ccccc32)c1 returned UPR CHOP act 0.6, APJ ag 4, UPR XBP1 act 7, GRIN3A LBD mod -7, tim23-1 inh 38, TIM10 inh 33, tim10-1 inh 26, NALP3 yeast inh 16 and Mdm2-MdmX inh 51*.
